# RmlCD inh mix: RmlC/RmlD inhibition, mixture screen; actives 0.39% (n = 110,000); inhibition, % at 5.5 µM; RmlC/RmlD coupled enzyme inhibition, 384-well mixture HTS; in the data active = inhibition above about 30%, passing the limit was not always enough; note: strong numbers were not always called active
# RT RNaseH block: inhibitors of HIV-1 reverse transcriptase RNase H; P04585; AID 565; actives 1.9% (n = 65,000); RT-RNase H RNA/DNA duplex cleavage, fluorescence; inhibition, % at 10 µM; in the data active = inhibition above about 50%
# * marks the source's active call; other numbers are inactive results; x = not tested or not shown. A portion of the library; rates above refer to the full screens.
SMILES,RmlCD inh mix,RT RNaseH block
CC(C)C(CCN1C(=O)c2ccccc2C1=O)c1ccco1 (stereo not given),-4,x
CNc1nc(CC(C)=O)ns1,-10,-58
CCCC/C(C)=C/[C@@H](NP(=O)(c1ccccc1)c1ccccc1)c1ccccc1,-16,x
COc1ccccc1N=C(C)C1=C(O)COC1=O,-4,x
COc1ccc2c(c1OC)C(=O)OC2CC(=O)c1ccc(O)cc1 (stereo not given),x,-9
CCCCCCn1c(CN2CCCCC2)nc2c1c(=O)n(C)c(=O)n2C,-11,-21
CC(=O)Nc1ccc(C(=O)Nc2ccc(S(=O)(=O)NCC3CCCO3)cc2)cc1 (stereo not given),-13,5
CC(=O)c1ccc(OCC(C)C)c(CN2CCCCC2)c1,-3,-10
Nn1c(SCC(=O)Nc2ccc3c(c2)OCO3)nnc1-c1ccccc1,-2,x
Nc1c(C(=O)NCCN2CCOCC2)c2nc3ccccc3nc2n1-c1cccc(F)c1,20,-14
CCC1SC2=NC(C)=C(C(=O)OCCOC)C(c3ccc(C(=O)OC)cc3)N2C1=O (stereo not given),6,5
Cc1ccccc1NC(=O)C(=O)NCc1ccccn1,5,x
CC(=O)NC(CCS(C)(=O)=O)C(=O)Nc1ccccc1C (stereo not given),8,-13
O=C(COC(=O)c1ccccc1Nc1cccc(C(F)(F)F)c1)NCc1ccco1,11,x
CCCN1C(=O)C(O)(CC(=O)c2cccc(OC)c2)c2ccccc21 (stereo not given),10,0
O=C(CC(c1ccccc1)c1cc(Cl)ccc1O)N1CCOCC1 (stereo not given),6,-14
COc1ccccc1C(=O)Nc1ccon1,-7,x
COc1ccc(N2CCN(C(=O)CCn3nnc4ccccc43)CC2)cc1,0,-1
CCOC(=O)c1[nH]c(C)c(C(=O)N2CCN(C(=O)OCC)CC2)c1CC,-10,4
CC(C)(Oc1ccc(Cl)cc1)C(=O)Nc1ccc2oc(-c3ccncc3)nc2c1,-14,6
Cc1ccc(N2C(=O)N(CC(=O)NC(c3ccccc3)c3ccccc3)C(=O)C2C)cc1 (stereo not given),-46,x
CC1(C)CC2CC(C)(CN2C(=O)CN2C(=O)c3ccccc3C2=O)C1 (stereo not given),3,1
Cc1nc2c(C(=O)NCc3ccc4c(c3)OCO4)cnn2c(C)c1Cc1ccc(F)cc1Cl,-31,x
CCOC(=O)C1CCCN(C(=O)CSCc2ccccc2)C1 (stereo not given),-1,x
O=C(CSc1nnc(-c2cccs2)n1-c1ccccc1)N1CCCC1,-9,-13
CS(=O)(=O)N(CC(=O)NCC1CCCO1)c1ccc(F)c(Cl)c1 (stereo not given),-11,3
CC(C)C(=O)Nc1ccc(N2CCN(C(=O)c3cccs3)CC2)cc1,5,-11
COc1ccc(C2CC(C(F)(F)F)n3nc(C(=O)NCc4cn(C)nc4C)c(Cl)c3N2)cc1 (stereo not given),-3,-12
COc1cc(OC)cc(-c2nnc(SCc3c(F)cccc3Cl)o2)c1,9,-14
Cc1ccc(C(=O)Nc2nc3ccccc3c(=O)s2)cc1,8,-11
CCN1CCN(C(=O)C2CCC(CNS(=O)(=O)c3ccccc3)CC2)CC1 (stereo not given),11,x
O=C1N=C(N2CCOCC2)S/C1=C1\C(=O)N(Cc2ccccc2)c2ccccc21,-12,17
CCOC(=O)C1=C(C)NC(=O)NC1c1ccc(OCC(N)=O)cc1 (stereo not given),7,x
CCc1ccc(N(C(=O)CCC(=O)Nc2cc(C)on2)C(C(=O)NC2CCCC2)c2ccco2)cc1 (stereo not given),-21,x
Cc1cccc(-n2nnnc2SC(C)C(=O)NCCC2=CCCCC2)c1 (stereo not given),7,-5
NC(=O)C1=C[C@@H](c2ccccc2)C[C@@H](OCCCCO)O1,-8,x
COc1c(Br)cc2c(C)c(C(=O)O)oc2c1Br,x,-3
COc1ccc(Br)cc1CN1CCCC(C(=O)N2CCCCCC2)C1 (stereo not given),-4,-6
Cc1nc2ccc(C(=O)OCc3ccccc3Br)cc2nc1C,-7,x
O=S(=O)(NCC1CCCO1)c1ccc(Oc2ccccc2)cc1 (stereo not given),2,-15
CC(C)Cn1c(-c2ccc(F)cc2)n[nH]c1=S,7,7
O=C(N/N=C/c1ccc(OCc2ccccc2)cc1)c1cccs1,-6,x
C=CCn1c(SCc2ccccc2C#N)nnc1-c1cc(Br)ccc1O,-9,7
O=C(CSc1nnnn1-c1ccccc1)N1CCc2ccccc2C1,4,-76
COc1ccc(N2C(=O)C3CCCN3C2c2cccc(C)c2)cc1Cl (stereo not given),4,-16
O=C(Nc1ccccc1Sc1ccccc1)c1ccccc1,-6,x
CCCn1c(N2CCN(CC(=O)c3c(C)n(C)c4ccccc34)CC2)nc2c1c(=O)[nH]c(=O)n2C,14,9
CC(C)CC(O)(CC(C)C)C(=O)NNc1ccccc1,-10,x
COc1ccccc1N1CCN(C2CCN(C(=O)c3cccs3)CC2)CC1,1,11
CC(=NCc1ccncc1)C1=C(O)c2ccccc2C1=O,-6,x
COc1cccc(NC(=O)CSc2nc3ccccc3cc2Cc2ccccc2)c1,-7,x
COC(=O)c1ccccc1NC(=O)c1noc2c1CC(C(C)(C)C)CC2 (stereo not given),-11,-3
C=CCN1C(=O)CC(C(=O)NC)SC1=Nc1ccc(C(=O)OCC)cc1 (stereo not given),26,3
c1nc(NCCN2CCOCC2)c2c3c(sc2n1)CCCCC3,35,-20
CCOC(=O)c1c(C)n(O)c2ccc(Cl)cc2c1=O,12,-2
COc1ccc(S(=O)(=O)N(C)Cc2cccs2)cc1Br,-1,x
O=C1CCCc2c1cc(C(=O)NCc1ccco1)c(=O)n2-c1ccccc1,-16,1
c1ccc2c(c1)oc1c(Nc3ccc4c(c3)OCO4)ncnc12,-15,2
C=CCn1c(SCC(N)=O)nnc1-c1cccc(Br)c1,-9,-3
Cc1ccc2c(c1)N(CCC(=O)N1CCC3(CC1)OCCO3)C(=O)C(C)O2 (stereo not given),12,2

# Quoted from the listing:
# RT RNaseH block result of c1nc(NCCN2CCOCC2)c2c3c(sc2n1)CCCCC3 = -20
# RmlCD inh mix result of COC(=O)c1ccccc1NC(=O)c1noc2c1CC(C(C)(C)C)CC2 (stereo not given) = -11

# Continued:
SMILES,RmlCD inh mix,RT RNaseH block
Cc1onc(-c2c(F)cccc2Cl)c1C(=O)Nc1sc2c(c1C#N)CCC(C(C)(C)C)C2 (stereo not given),-7,x
O=C1CC(c2cc(Br)ccc2F)c2cc3c(cc2N1)CCC3 (stereo not given),-2,x
CCOC(=O)C1(C)NC(c2ccc(N(C)C)cc2)C2C(=O)N(c3ccc(OC)cc3)C(=O)C21 (stereo not given),5,-5
O=C(OCC1CC(c2ccccn2)=NO1)c1ccc(Br)cc1 (stereo not given),-6,-51
Cc1cccc(-c2c3c(=O)n(C)c(=O)n(C)c3cn2CC2CCCO2)c1 (stereo not given),5,-4
Cc1ccc(S(=O)(=O)N(CC(=O)N2CCC(C(N)=O)CC2)Cc2ccc(F)cc2)cc1,-9,-5
CCn1c(SCC(=O)Nc2ccc(C(C)=O)cc2)nc2ccccc21,5,1
COc1ccc(NC(=O)c2ccc(CNc3c(NC4CCCCC4)c(=O)c3=O)cc2)cc1OC,-9,x
Cn1cnnc1SCC(=O)Nc1ccccc1C(=O)NC1CCCC1,7,-8
CCOc1ccc(-c2noc(COC)n2)cc1OC,5,-2
c1ccc(-c2nc(CSc3n[nH]c(-c4cccs4)n3)cs2)cc1,-11,x
O=C(Nc1ccccn1)NC1CCCCC1,6,x
O=C(CCC1CCCC1)Nc1ccc(OCC(=O)N2CCOCC2)cc1,5,x
O=S(=O)(c1ccc(Cl)nc1)N1CCN(Cc2ccc3c(c2)OCO3)CC1,4,x
O=C(ON=C1CCN(S(=O)(=O)c2ccccc2)CC1)c1cccc(Cl)c1,2,x
CCOC(=O)c1sc(N)c(C#N)c1CSc1nnc(C2CC2)n1N,13,x
Cc1ccc(S(=O)(=O)C2(C(=O)Nc3nccs3)CC2)cc1,-9,-4
COc1ccc(C2CC(=O)c3c(O)cc(O)cc3O2)c(CC=C(C)C)c1OC (stereo not given),-13,x
O=C(Nc1ccccc1)NC1(C(=O)N2CCN(C(=O)c3ccco3)CC2)CCCCC1,-8,11
COc1ccc(-c2csc(NC(=O)c3cc(C)on3)c2C#N)cc1OC,5,9
CCOC(=O)Cn1c(-c2ccccn2)nc2ccccc21,-10,-8
O=C(CCCCCn1c(=O)[nH]c2ccsc2c1=O)N1CCCCC1,-13,-42
O=C1c2ccccc2C(=O)C1c1ccc2ccccc2n1,-5,-5
CCn1ncc(NC(=O)Nc2cccc(C(F)(F)F)c2)c1C(N)=O,-10,-4

# Given with each value named: entries from further up.
O=C(CCCCCn1c(=O)[nH]c2ccsc2c1=O)N1CCCCC1
  RmlCD inh mix = -13
  RT RNaseH block = -42

CCOC(=O)Cn1c(-c2ccccn2)nc2ccccc21
  RmlCD inh mix = -10
  RT RNaseH block = -8

# (further entries)
SMILES,RmlCD inh mix,RT RNaseH block
COc1ccc(-c2nc(Cn3c(SCc4cccc(F)c4)nc4ccncc43)c(C)o2)cc1OC,-11,-27
Cc1ccc(-c2nc(C#N)c(NCc3ccco3)o2)cc1,-26,-14
S=C1NC[C@H](Cc2ccccc2)N1CCc1cccc2ccccc12,-14,x
O=C1c2cnc3nc(SCc4cccc(Cl)c4)nn3c2CC2c3ccccc3CCN12 (stereo not given),-123,x
c1cn2cc(CSC3CCCCC3)nc2s1,-10,-50
CCC(c1nnnn1Cc1ccc(F)cc1)N1CCN(C2CCCCC2)CC1 (stereo not given),3,-13
COc1ccc(CCNC(=O)COC(=O)c2ccco2)cc1OC,7,-6
O=C(N/N=C/c1ccc(Sc2ccccn2)o1)c1cc2ccccc2cc1O,0,x
NC(=O)C1=C[C@H](c2coc3ccccc3c2=O)C[C@H](OCCCCO)O1,0,x
Cc1nn(C)c(C)c1CN(C)S(=O)(=O)c1ccc2ccccc2c1,3,x
COc1ccc(NC(=O)CCc2ccccc2)cc1NC(=O)c1ccco1,12,-1
CCc1ccc(NC(=O)N(Cc2ccco2)C(C)c2cccs2)cc1 (stereo not given),7,x
CN(C=O)CP(=O)(O)CCN1CCCC1=O,x,-1
Cc1ccc(SCCC(=O)OCC(=O)Nc2ncc(Cl)cc2Cl)cc1,6,x
O=C(NCc1cccnc1)c1cc2ccccc2oc1=O,4,x
COc1ccc(CCNC(=O)c2cc(CC(C)C)on2)cc1OC,-10,x
Cc1ccc2[nH]cc(C(=O)CN3CCN(c4ccccc4F)CC3)c2c1,-8,x
COc1ccccc1N=c1scc(-c2ccc3c(c2)NC(=O)CO3)n1CC1CCCO1 (stereo not given),10,-8
CC(Sc1cnc2ccccc2n1)C(=O)O (stereo not given),6,x
O=C(COc1c(F)c(F)cc(F)c1F)NC(=O)NC1CCCC1,-7,-8
Cc1ccc(N(C(=O)CNC(=O)c2ccco2)C(C(=O)NCC2CCCO2)c2ccccc2)cc1 (stereo not given),16,2
C[C@H](NC(CCc1ccccc1)C(=O)O)C(=O)N1CCC[C@H]1C(=O)O (stereo not given in full),-10,x
COC(=O)C1=C(C(=O)OC)[C@@H]2N(Cc3ccccc3)c3ccccc3[C@@]23C[C@@H](C(=O)OC)N(C(=O)CC(C)C)C3=N1,-11,x
O=C(COc1ccc(=O)n(-c2ccccc2)n1)Nc1ccccc1,3,-4
O=C(CCN1C(=O)c2ccccc2S1(=O)=O)NCc1ccco1,-16,0
COc1cccc(-n2c(SCC(=O)NC(C)(C)C)nnc2-c2ccoc2C)c1,-7,1
CCCCOc1cc(C)nc(NCc2ccccc2)n1,-8,-33
N#Cc1nc(-c2cccs2)oc1NCc1ccccc1Cl,x,-11
Cc1ccsc1C(=O)Nc1cc(C(C)(C)C)nn1-c1ccccc1,-13,x
CCCCCSc1nc(O)cc(=O)[nH]1,-2,-5
Cc1cccc(Cn2cnc3c(NS(C)(=O)=O)c(C)c(C)cc32)c1,8,x
Cc1cc2ccccc2c(=O)n1CC(=O)N(C)c1ccc(F)cc1,3,-16
Cc1ccc(CN2C(=O)CCC2C(=O)NCCN(CC(C)C)CC(C)C)cc1 (stereo not given),-7,-4
Cc1nc(-c2ccccc2)sc1C(=O)CSc1ccc(Br)cc1,10,x
COc1ccccc1CNC(=O)C1CC(=O)N(C2CCCC2)C1 (stereo not given),-8,-2
Cc1nn(-c2ccccc2)c(C)c1C(=O)OC/C(O)=C(\C#N)c1nc2ccccc2[nH]1,4,39

# Record cards, from the list above. Order of values: RmlCD inh mix	RT RNaseH block
# Results for Cc1nc(-c2ccccc2)sc1C(=O)CSc1ccc(Br)cc1 = 10	x
# Results for CCCCOc1cc(C)nc(NCc2ccccc2)n1 = -8	-33
# Results for Cc1nn(-c2ccccc2)c(C)c1C(=O)OC/C(O)=C(\C#N)c1nc2ccccc2[nH]1 = 4	39
# Results for COc1cccc(-n2c(SCC(=O)NC(C)(C)C)nnc2-c2ccoc2C)c1 = -7	1
# Results for N#Cc1nc(-c2cccs2)oc1NCc1ccccc1Cl = x	-11

# Additional compounds follow:
SMILES,RmlCD inh mix,RT RNaseH block
N/C(Cc1ccc([N+](=O)[O-])cc1)=N\OC(=O)COc1cccc2ccccc12,7,x
COc1ccccc1N1CCN(C(=O)c2cn(-c3ccccc3)nc2-c2cccnc2)CC1,4,-4
CCCCSc1nc2c(cnn2-c2ccc(Cl)cc2)c(=O)[nH]1,x,12
O=c1cc(CSc2ccc(Cl)cc2)nc2nc[nH]n12,-9,2
CCN1CCN(c2ccc(NC(=O)CCc3c(C)nc4c(-c5ccccc5)c(C)nn4c3C)cc2)CC1,10,x
